# Pol eta inh: qHTS for Inhibitors of Polymerase Eta; recombinant Pol eta, fluorescent DNA replication assay; 390,000 tested, 1.2% active; Potency, µM (top dose mostly 114 µM), inactives show top-dose activity change, negative = inhibition, actives largely listed as inhibitors; DNA polymerase eta (Homo sapiens), Q9Y253; also: % is scaled to controls: 0 for no effect and ±100 for the full control effect
#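 Pol eta at 10 nM preincubated with compounds 15 min at room temperature; reaction started with fluorescent substrate (50 nM final) and read kinetically at 0 and 10 min.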
# BAZ2B block: qHTS Assay for Inhibitors of BAZ2B; AlphaScreen BAZ2B-H3K14Ac peptide displacement; Potency, µM (series often up to 114 µM), for the others: at the top dose activity change, negative = inhibition, hits mostly inhibitors; 360,000 tested, 4.4% active; also: % is scaled to controls: 0 for no effect and ±100 for the full control effect; nearly all actives have a fitted effect of over 60% in size
# Target sequence (Q9UIF8 whole entry, looked up): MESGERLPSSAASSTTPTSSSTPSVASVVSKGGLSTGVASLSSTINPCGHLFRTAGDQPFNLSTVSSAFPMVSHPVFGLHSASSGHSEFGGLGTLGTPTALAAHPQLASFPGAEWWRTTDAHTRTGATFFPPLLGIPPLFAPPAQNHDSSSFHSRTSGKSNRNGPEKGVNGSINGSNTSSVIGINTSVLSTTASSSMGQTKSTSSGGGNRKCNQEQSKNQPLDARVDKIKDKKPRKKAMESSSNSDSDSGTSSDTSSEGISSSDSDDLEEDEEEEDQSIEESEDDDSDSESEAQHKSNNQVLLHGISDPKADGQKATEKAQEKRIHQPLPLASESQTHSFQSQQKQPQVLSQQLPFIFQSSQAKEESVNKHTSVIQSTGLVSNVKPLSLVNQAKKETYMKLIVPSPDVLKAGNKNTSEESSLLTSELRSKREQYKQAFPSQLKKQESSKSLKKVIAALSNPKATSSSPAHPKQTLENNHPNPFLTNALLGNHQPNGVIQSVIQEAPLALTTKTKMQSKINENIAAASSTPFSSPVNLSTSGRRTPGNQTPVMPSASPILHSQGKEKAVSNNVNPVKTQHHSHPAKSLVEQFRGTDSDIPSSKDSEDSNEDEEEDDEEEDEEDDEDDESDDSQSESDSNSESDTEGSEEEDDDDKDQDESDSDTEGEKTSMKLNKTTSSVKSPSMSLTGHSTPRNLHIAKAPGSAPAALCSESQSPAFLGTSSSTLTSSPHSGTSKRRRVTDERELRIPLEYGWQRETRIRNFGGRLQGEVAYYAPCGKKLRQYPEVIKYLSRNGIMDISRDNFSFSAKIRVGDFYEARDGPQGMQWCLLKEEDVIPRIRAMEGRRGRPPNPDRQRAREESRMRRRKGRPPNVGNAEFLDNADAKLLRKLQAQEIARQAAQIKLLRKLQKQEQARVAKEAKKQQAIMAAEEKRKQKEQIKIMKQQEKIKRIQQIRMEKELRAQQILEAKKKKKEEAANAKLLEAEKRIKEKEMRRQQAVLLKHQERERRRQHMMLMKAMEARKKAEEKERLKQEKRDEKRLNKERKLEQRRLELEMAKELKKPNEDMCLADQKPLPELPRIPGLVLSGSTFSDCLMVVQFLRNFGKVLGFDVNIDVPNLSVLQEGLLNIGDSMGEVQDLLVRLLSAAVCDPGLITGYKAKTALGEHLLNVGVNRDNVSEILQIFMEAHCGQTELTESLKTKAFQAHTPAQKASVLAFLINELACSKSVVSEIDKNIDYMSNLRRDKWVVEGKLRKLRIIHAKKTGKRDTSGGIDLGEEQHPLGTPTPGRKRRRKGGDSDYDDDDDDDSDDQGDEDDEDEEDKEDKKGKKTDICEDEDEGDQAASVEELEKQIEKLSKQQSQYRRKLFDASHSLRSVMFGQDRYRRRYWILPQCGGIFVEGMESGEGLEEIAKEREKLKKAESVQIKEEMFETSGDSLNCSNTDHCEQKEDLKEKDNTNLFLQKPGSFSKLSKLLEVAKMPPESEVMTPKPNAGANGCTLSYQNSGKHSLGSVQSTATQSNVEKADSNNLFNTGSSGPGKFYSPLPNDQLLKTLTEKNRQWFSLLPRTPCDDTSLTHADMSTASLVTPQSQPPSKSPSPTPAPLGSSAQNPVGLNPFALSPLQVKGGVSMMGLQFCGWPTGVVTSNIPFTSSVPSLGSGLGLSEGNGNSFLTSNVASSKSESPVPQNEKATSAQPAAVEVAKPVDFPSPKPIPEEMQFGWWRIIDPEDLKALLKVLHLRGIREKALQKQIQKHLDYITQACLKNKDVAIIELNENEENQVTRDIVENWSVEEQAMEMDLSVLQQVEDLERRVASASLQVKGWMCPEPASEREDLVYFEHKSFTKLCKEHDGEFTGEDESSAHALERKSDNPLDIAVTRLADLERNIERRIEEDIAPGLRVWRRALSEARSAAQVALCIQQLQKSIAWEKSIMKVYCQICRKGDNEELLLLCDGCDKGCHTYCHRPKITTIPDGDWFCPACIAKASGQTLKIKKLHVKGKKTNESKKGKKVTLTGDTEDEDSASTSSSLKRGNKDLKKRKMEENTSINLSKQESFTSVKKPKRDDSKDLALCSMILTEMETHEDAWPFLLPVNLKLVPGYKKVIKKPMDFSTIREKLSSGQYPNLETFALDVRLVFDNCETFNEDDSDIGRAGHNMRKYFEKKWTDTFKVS
#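 BAZ2B 50 nM plus b-H3(5-23)K14Ac 50 nM, PBS pH 7.4/0.01% Tween-20, 30 min RT; compound added (max 110 uM), 30 min RT; streptavidin donor/Ni-chelate acceptor beads 10 ug/mL final, 20 min dark; AlphaScreen read.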
# POLI inh: qHTS for Inhibitors of Polymerase Iota. DNA polymerase iota (Homo sapiens), Q9UNA4. Pol iota fluorescent replication assay, 10 min. Potency, µM (doses to about 115 µM), inactives show at the highest dose activity, negative = inhibition, most hits filed as inhibitors. 390,000 tested, 1% active. AID 588590, 2011
#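 Fluorescent replication assay read twice, at 0 min and 10 min after adding 50 nM (final) substrate. Enzyme (10 nM) and compounds were first incubated 15 min at room temperature; enzyme-free buffer wells were negative controls.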
# JMJD2A Tudor inh: qHTS Assay for Inhibitors of JMJD2A-Tudor Domain. 390,000 tested, 4.4% active. Potency, µM (titrated, usually from 114 µM), for the others: top-dose activity change, negative = inhibition, actives largely listed as inhibitors. AlphaScreen JMJD2A-Tudor / H3K4me3 peptide binding. Lysine-specific demethylase 4A (Homo sapiens), O75164; also: % is scaled to controls: 0 for no effect and ±100 for the full control effect; nearly all actives have a fitted effect of over 50% in size
# APE1 inh: qHTS Assay for Inhibitors of the Human Apurinic/apyrimidinic Endonuclease 1 (APE1). DNA repair nuclease/redox regulator APEX1 (Homo sapiens), P27695. recombinant APE1, TAMRA/BHQ-2 abasic DNA cleavage fluorescence. Potency, µM (doses to about 65.8 µM), without a hit: at the top dose activity change, negative = inhibition, hits mostly inhibitors. 350,000 tested, 0.35% active;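 also: plate controls were vehicle for no effect and reference inhibitor for full effect; nearly all actives have a fitted effect of over 55% in size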
#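 Readout is kinetic fluorescence (ex 525, em 598 nm) from cleavage of 50 nM TAMRA/BHQ-2 THF abasic duplex by 0.75 nM APE1, compound added 15 min beforehand at RT.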
# Pol kappa inh: qHTS for Inhibitors of Polymerase Kappa | Potency, µM (doses to about 107 µM), for the others: top-dose activity, negative = inhibition, hits mostly inhibitors | DNA polymerase kappa (Homo sapiens), Q9UBT6 | purified Pol kappa, fluorescent DNA synthesis assay, 10 min | 400,000 tested, 0.53% active; also: % is scaled to controls: 0 for no effect and ±100 for the full control effect
#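 10 nM Pol kappa was preincubated with compounds for 15 min at room temperature. Reaction started with 50 nM (final) substrate. Fluorescence read kinetically at 0 and 10 min.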
# BLM inh: qHTS Assay for Inhibitors of Bloom's syndrome helicase (BLM). Potency, µM (titrated, usually from 56.1 µM), without a hit: top-dose activity change, negative = inhibition, usual class: inhibitors. recombinant BLM DNA unwinding, fluorescence dequenching. RecQ-like DNA helicase BLM (Homo sapiens), P54132. 350,000 tested, 0.2% active;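 also: plate controls were vehicle for no effect and no enzyme for full effect; nearly all actives have a fitted effect of over 35% in size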
# Pol beta inh: qHTS Assay for Inhibitors of DNA Polymerase Beta; AID 485314, 2010; 340,000 tested, 1.3% active; Pol beta primer extension/strand displacement, fluorescence kinetic; Potency, µM (highest dose often 114 µM), without a hit: top-dose activity change, negative = inhibition, most hits filed as inhibitors; also: % is scaled to controls: 0 for no effect and ±100 for the full control effect
#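 Enzyme-only controls used 10 nM Pol beta; buffer lacking enzyme served as negative control. Compound preincubated 15 min, then 50 nM substrate added; 0 and 10 min reads at room temperature.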
# G9a inh: qHTS Assay for Inhibitors of Histone Lysine Methyltransferase G9a. Histone-lysine N-methyltransferase EHMT2 (Homo sapiens), Q96KQ7. G9a H3K9 monomethylation, AlphaScreen, 2 h. Potency, µM (highest dose often 102 µM), without a hit: at the highest dose activity, negative = inhibition, most hits filed as inhibitors. 350,000 tested, 8.8% active. AID 504332, 2011; also: % is scaled to controls: 0 for no effect and ±100 for the full control effect; nearly all actives have a fitted effect of over 75% in size
#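 Compounds were preincubated with 20 nM G9a for 15 min, after which biotinylated H3K9 peptide (500 nM) and SAM (20 uM) started a 2 h room-temperature reaction. Monomethylated product was quantified by antibody-based AlphaScreen chemiluminescence.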
# The depositor's hits bear a star; ? = inconclusive; · = no result given; & = joins results of further samples; [ ] = dose if it differs, or a comment. Calls follow the shape of the dose curve; as a rule, active = well fitted curve in the direction sought with a large enough effect; inconclusive = small, poorly fitted or top-dose-only effect, or another doubt; inactive = no such curve, though single readings can be large; an effect the other way counts as inactive or inconclusive. Potency is read from the fitted curve at half-maximal effect. Not all compounds are listed; count on the stated rates, not on these rows.
# Letters: A = Pol eta inh; B = BAZ2B block; C = POLI inh; D = JMJD2A Tudor inh; E = APE1 inh; F = Pol kappa inh; G = BLM inh; H = Pol beta inh; I = G9a inh
structure: CS(=O)(=O)c1ccc(N2CCN(c3ccccn3)CC2)c([N+](=O)[O-])c1
  A: 0%; B: -26%; C: -14%; D: -25%; E: 11%; F: -2%; G: -3%; H: 42%; I: ?

structure: COc1ccc(C(=O)Cn2c(=O)oc3ccc(C)cc32)cc1
  A: -1%; B: 4%; C: 21%; D: 4%; E: -2%; F: 9%; G: -2%; H: 20%; I: ?

structure: COC(=O)c1sccc1NC(=O)Nc1ccccc1Cl
  A: -21%; B: 2%; C: 40%[activator]; D: -10%; E: 19%; F: -6%; G: -1%; H: 5%; I: 26%

structure: COc1ccccc1Oc1ccc(S(=O)(=O)N2CCCC2)cc1
  A: -13%; B: 5%; C: 0%; D: -1%; E: -1%; F: -2%; G: -2%; H: 19%; I: -30%[12.7 µM]

structure: CCCCC(CC)C/C=C1\CC(C(=O)OCC)Oc2ccccc21 (stereo unspecified) (tested in a mixture with another compound)
  A: ·; B: ·; C: ·; D: ·; E: 1%; F: -9%; G: -10%[75.6 µM]; H: ·; I: 67%[activator]

structure: O=[N+]([O-])c1cccc(/C=N/n2cnnc2)c1O
  A: -15%; B: -7%; C: 163%[activator]; D: -16%; E: 5%; F: -8%; G: -2%; H: -3%; I: 15%[59 µM]

structure: COc1ccc2c(c1)cc1c(=O)n(CC(=O)NC(C)CCc3ccccc3)nc(C)n12 (stereo unspecified)
  A: 7%&-9%; B: -1%&33%; C: -13%&14%; D: -6%&3%; E: -6%; F: -4%&5%; G: -3%&1%; H: 3%&2%; I: 6%

structure: CN(C)CCNc1nc(-c2ccco2)c2c(c1C#N)CC(C)(C)OC2
  A: -7%; B: 2%; C: 2%; D: 1%; E: 2%; F: -13%; G: 30%[activator]; H: ?; I: 8%

structure: CC(=O)Nc1ccc(NC(=O)C(C)OC(=O)CCCc2c[nH]c3ccccc23)cc1 (stereo unspecified)
  A: 3%; B: ?; C: 14%; D: -22%; E: 23%; F: -15%; G: ·; H: ·; I: ?

structure: Cn1ccsc1=NC(=O)c1ccc(S(C)(=O)=O)cc1
  A: -18%; B: -1%; C: 53%[activator]; D: -2%; E: 18%[12.4 µM]; F: 7%; G: 0%; H: 4%; I: 18%[59 µM]

structure: O=S(=O)(/N=C(/Nc1cccc2ccccc12)c1ccccc1)c1ccc(F)cc1
  A: -4%; B: -29%; C: ?; D: -3%; E: 14%; F: -22%; G: -8%; H: 86%; I: -13%

structure: CCOC(=O)c1cc(-c2ccccc2)nc2c(O)cccc12
  A: -11%; B: ·; C: -2%; D: -12%; E: ·; F: -11%; G: ·; H: ·; I: ·

structure: COCCSc1nc(N)c(NC(=O)c2ccco2)c(=O)[nH]1
  A: -11%; B: -3%; C: 3%; D: -9%; E: -6%; F: -6%; G: -1%; H: 18%; I: 0%

structure: CSc1ccccc1C(=O)Nc1cc2c(cc1C(=O)O)OCCCO2
  A: -11%; B: -27%; C: 105%[activator]; D: 22µM*; E: 52%[activator]; F: -4%; G: 0%; H: 16%; I: 2.8µM*

structure: CCOCCCNC(=O)C1(O)c2cc(Br)ccc2NC(=O)N1c1cccc(OC)c1 (stereo unspecified)
  A: -26%; B: -3%; C: -10%; D: -10%; E: -10%; F: -4%; G: -1%; H: 27%; I: 2%[12.7 µM]

structure: CCCCNS(=O)(=O)c1ccc2nc(SCC(N)=O)[nH]c2c1
  A: -4%; B: -11%; C: -24%; D: -15%; E: 2%; F: -6%; G: 1%; H: 18%; I: -2%

structure: COc1ccc(C(C(=O)NC2CCCC2)N2CCc3ccccc32)cc1 (stereo unspecified)
  A: -15%; B: 3%; C: ?; D: -10%; E: 0%; F: 5%; G: 0%; H: -19%; I: -7%[59 µM]

structure: O=[N+]([O-])c1ccc(OC/C=C2\Oc3ccc([N+](=O)[O-])cc3C2N2CCOCC2)cc1 (stereo unspecified)
  A: -9%; B: -25%; C: 2%; D: ?; E: ?; F: -4%; G: -2%; H: -3%; I: -47%[59 µM]

structure: COc1ccccc1-c1ccnc2[nH]n(-c3ccccc3)c(=O)c12
  A: -1%; B: -35%; C: -9%; D: -30%; E: ·; F: 0%; G: -1%; H: -10%; I: -27%[59 µM]

structure: Cc1c(NCc2cc(Cl)cc(Cl)c2O)c(=O)n(-c2ccccc2)n1C
  A: 2%; B: -3%; C: -11%; D: ?; E: 3%; F: -5%; G: -4%; H: -2%; I: -7%

# Some entries already given, limited to Pol beta inh.
compound	Pol beta inh
CCOCCCNC(=O)C1(O)c2cc(Br)ccc2NC(=O)N1c1cccc(OC)c1 (stereo unspecified)	27%
CCCCNS(=O)(=O)c1ccc2nc(SCC(N)=O)[nH]c2c1	18%
COc1ccc(C(C(=O)NC2CCCC2)N2CCc3ccccc32)cc1 (stereo unspecified)	-19%

# Following part
# Letters: A = Pol eta inh; B = BAZ2B block; C = POLI inh; D = JMJD2A Tudor inh; E = APE1 inh; F = Pol kappa inh; G = BLM inh; H = Pol beta inh; I = G9a inh
structure: O=C(C[n+]1ccn(CCCNP2(=O)C=C(c3ccccc3)OC(c3ccccc3)=C2)c1)c1cccs1
  A: -12%; B: -26%; C: 38%[activator]; D: -22%; E: -1%; F: -2%; G: 126%[activator]; H: -1%; I: ?

structure: COc1ccc(N=C(C)C2=C(O)c3ccccc3C2=O)cc1
  A: -16%; B: ?; C: 8%; D: ?; E: -1%; F: -1%; G: -3%; H: 44%; I: 1%[59 µM]

structure: CC(C)(C)NC(=O)C(Cc1ccccc1)NS(=O)(=O)c1ccc2c(c1)CCC(=O)N2 (stereo unspecified)
  A: -8%; B: 1%; C: 20%; D: -15%; E: -2%; F: -4%; G: -1%; H: 26%; I: -1%

structure: O=C(CCSCCc1ccccn1)Nc1c(F)cc(F)cc1Br
  A: -17%; B: -2%; C: 0%; D: -4%; E: 5%; F: 0%; G: -2%; H: -2%; I: 6%[59 µM]

structure: O=C(Nc1ccc(Cl)cn1)c1cc2c(s1)-c1ccccc1OC2
  A: -2%; B: 6%; C: 11%; D: 25%; E: 13%; F: 4%; G: -4%; H: 19%; I: ·

structure: Cc1ccc(S(=O)(=O)NCC(=O)N(CC(=O)NCc2ccco2)C2CCCC2)cc1
  A: -10%; B: 1%; C: 57%[activator]; D: -6%; E: 49%[12.4 µM]; F: 2%; G: 4%; H: 19%; I: -10%[59 µM]

structure: N#CC1=C2SCN(Cc3ccco3)CN2C(=O)CC1c1c(F)cccc1Cl (stereo unspecified)
  A: ?; B: -6%; C: ?; D: 14µM*; E: 1%; F: -45%; G: -5%; H: -29%; I: 1.6µM*

structure: O=C(Nc1ccc2c(c1)OCO2)C1CCN(S(=O)(=O)c2cccs2)CC1
  A: -5%; B: ?; C: 83%[activator]; D: ?; E: -1%; F: 0%; G: -5%; H: 42%; I: 32%[0.501 µM]

structure: CS(=O)(=O)N1CCc2cc(C(=O)O)ccc21
  A: -15%; B: -20%; C: -8%; D: -8%; E: 3%; F: -11%; G: 1%; H: 1%; I: -29%[59 µM]

structure: OCCNCCCCOc1ccc(F)cc1
  A: -4%; B: 3%; C: 9%; D: -14%; E: -2%; F: -18%; G: 1%; H: 12%; I: 9%[59 µM]

structure: Cc1cc(C)nc(SCc2nc3nc(C)cc(C)n3c2Br)n1
  A: -1%; B: -19%; C: 6%; D: -9%; E: -6%; F: 1%; G: -1%; H: 21%; I: 50µM*

structure: CCCCCCN(C(=O)CCCCCN1C(=O)NC(c2ccc(-c3ccccc3)cc2)C(C(=O)OCc2ccccc2)=C1C)C(C)C(=O)NCCCC (stereo unspecified)
  A: ·; B: -9%; C: ·; D: ·; E: -7%&-7%; F: ·; G: -6%&-8%; H: -1%; I: ?

structure: CCOC(=O)c1ccc(NC(=O)Cn2nc(C)c3nn(-c4ccc(Cl)cc4)c(C)c3c2=O)cc1
  A: -14%; B: 3%; C: 40%[activator]; D: -14%; E: ·; F: -12%[60.1 µM]; G: -8%; H: 4%; I: -2%[59 µM]

structure: N#Cc1ccc(Cn2c(=O)oc3ccccc32)cc1
  A: -13%; B: 3%; C: 147%[activator]; D: 0%; E: -7%; F: -7%; G: -2%; H: 63%; I: -5%[12.7 µM]

structure: O=C(CC1N=C2c3ccccc3N=C(SCc3cccc(F)c3)N2C1=O)NCc1cccs1 (stereo unspecified)
  A: -17%; B: -9%; C: -11%; D: -23%; E: ·; F: 1%[60.1 µM]; G: 3%; H: 20%; I: 10%[59 µM]

structure: COc1ccc(NC(=S)NN2C(C)CCCC2C)cc1 (stereo unspecified)
  A: -13%; B: 1%; C: -1%; D: -9%; E: -1%; F: -2%; G: 0%; H: 10%[57.1 µM]; I: ?

structure: O=C(NCCS(=O)(=O)N1CCN(c2ccc(F)cc2)CC1)c1cc(=O)c2ccccc2o1
  A: -5%; B: 2%; C: 22%; D: 2%; E: ·; F: -11%[60.1 µM]; G: -2%; H: -7%; I: 9%[59 µM]

structure: Cc1nc2ccccc2c(=O)n1CCCN1CCOCC1
  A: 13%; B: -14%; C: 8%; D: -10%; E: 5%; F: 0%; G: -2%; H: 2%; I: 6%

structure: COc1ccc(/C(O)=C2/C(=O)C(=O)N(CCN(C)C)C2c2ccc(C)cc2)cc1Cl (stereo unspecified)
  A: -9%; B: -6%; C: 8%; D: -9%; E: 16%; F: -10%; G: -8%; H: -14%; I: 89µM*

structure: O=C(NCCCCc1ccccc1)Nc1cccc(F)c1
  A: -18%; B: 17%; C: -14%; D: 24%; E: 41%; F: 7%; G: -14%; H: 2%; I: 83%[activator]

structure: CCCn1c(=N)c(C(=O)NCc2ccco2)cc2c(=O)n3cc(C)ccc3nc21
  A: -11%; B: -4%; C: ?; D: -8%; E: ·; F: -5%; G: -9%; H: 0%; I: -5%[59 µM]
